Bioassay records deposited in PubChem BioAssay by several laboratories.
MCL1-BIM inh: inhibitors of MCL1 binding to BIM-BH3, primary screen, biochemical, fluorescence polarization | Induced myeloid leukemia cell differentiation protein Mcl-1 (Homo sapiens), Q07820 | GST-MCL1 / FITC-Bim-BH3 fluorescence polarization | inhibition, % at 10.9 µM | 0.68% of 320,000 active | AID 2057, 2009;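 active = inhibition above the mean inhibition of all tested compounds plus 3 SD, set per campaign, cut at about 40% in these data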;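 also: 0% = DMSO wells and 100% = unlabeled Bim-BH3 peptide control; higher means more loss of mP so more displacement of Bim peptide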
VLA-4 inh: inhibition in human VLA-4 binding assay, primary screen, VLA-4 allosteric modulator project, MLPCN library, flow cytometry, VLA-4 expressing cells; Integrin alpha-4 (Homo sapiens), P13612; ligand binding flow cytometry; inhibition, % (about 7 µM as worked out from the volumes in the protocol); 0.2% of 330,000 active; in the data active = inhibition above about 50%
GLD-1 TGE inh: GLD-1/TGE RNA complex disruptors, primary screen, biochemical, fluorescence polarization; inhibition, % at 5.96 µM; Female germline-specific tumor suppressor gld-1 (Caenorhabditis elegans), Q17339; 0.44% of 320,000 active; purified GLD-1 + fluorescein TGE RNA;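 active = percent inhibition above a per-plate cutoff, the plate mean of test compounds plus 3 SD, cut at about 30% in these data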;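 also: 0% = DMSO wells with GLD-1 and probe and 100% = wells lacking GLD-1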
Target sequence (Q17339 whole entry, looked up): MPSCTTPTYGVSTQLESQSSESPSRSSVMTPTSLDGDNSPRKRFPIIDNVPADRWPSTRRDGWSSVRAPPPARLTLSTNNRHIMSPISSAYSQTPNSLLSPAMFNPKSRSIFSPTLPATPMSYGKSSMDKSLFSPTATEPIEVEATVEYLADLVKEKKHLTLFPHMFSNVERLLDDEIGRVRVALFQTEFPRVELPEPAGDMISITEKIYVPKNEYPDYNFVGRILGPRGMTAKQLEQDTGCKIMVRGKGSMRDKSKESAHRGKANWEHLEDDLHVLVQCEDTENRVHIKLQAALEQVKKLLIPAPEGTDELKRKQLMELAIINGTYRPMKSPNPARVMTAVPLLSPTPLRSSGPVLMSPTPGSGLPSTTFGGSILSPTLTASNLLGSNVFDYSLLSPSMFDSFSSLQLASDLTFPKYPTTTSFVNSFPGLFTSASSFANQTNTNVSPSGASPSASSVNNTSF
BCLXL inh: inhibitors of human Bcl-xL, primary screen, biochemical, fluorescence polarization, HTS | GST-Bcl-xL / FITC-Bim BH3 peptide fluorescence polarization | inhibition, % at 10.9 µM | AID 2129, 2009 | Bcl-2-like protein 1 (Homo sapiens), Q07817 | 0.7% of 320,000 active;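 active = inhibition above the mean of all tested compounds plus 3 SD, cutoff set per campaign, cut at about 30% in these data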;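 also: 0% = DMSO wells and 100% = unlabeled Bim-BH3 peptide competitor; inhibitors lower millipolarization by displacing the labeled peptide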
GRK2 inh: compounds blocking aptamer binding on GRK2 – biochemical, human GRK2, bead flow cytometry, HTS, primary screen | FAM-aptamer displacement from GRK2 | inhibition of aptamer binding, % at 10 µM | 0.59% of 330,000 active;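 active = inhibition of aptamer binding above 40%, roughly 3 SD of noise, on plates passing a quality check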;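 also: median bead fluorescence of bound FAM aptamer so fluorescent compounds give negative values; no value below 0 was filed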
CIT2-GFP yeast: modulators of CIT2-GFP expression in yeast, primary screen, S. cerevisiae, GFP fusion, multiplex flow cytometry, MLPCN library. 0.065% of 320,000 active. S. cerevisiae CIT2-GFP strain, 3 h; 100 means same as DMSO wells. GFP response vs DMSO, % at 10 µM;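 active = GFP response relative to DMSO above a set limit, near the screen mean plus 3 SD, cut at about 150% in these data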;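 also: ratio of well median GFP fluorescence to mean of DMSO wells on the plate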
CR mimetic SO: reduction of superoxide in aged yeast, primary screen, HTS; S. cerevisiae aged cells, superoxide DHE fluorescence; stronger effect = lower value; 0.18% of 330,000 active; superoxide response (% of plate mean), % at 10 µM;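 active = superoxide response under a set limit, about three screen SD below normal, cut at about 65% in these data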;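 also: yeast aged for seven days with compound at 30 °C before DHE staining; 100% = average MFI of all compound-treated wells on the plate with controls excluded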
MEX-5 binding: MEX-5 zinc finger RNA-binding disruptors – biochemical, C. elegans, fluorescence polarization, MLPCN library, primary screen; 0.38% of 300,000 active; Zinc finger protein mex-5 (Caenorhabditis elegans), Q9XUB2; AID 1832, 2009; MEX-5/FITC-TCR2 RNA binding; stronger effect = lower value; activity score (negative = inhibition of binding), % at 10 µM;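 active = inhibition past about -25% in most replicates, and total fluorescence under double the plate's negative control median, limit read from the data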;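 also: 0% = DMSO and -100% = 5 µM competing unlabeled TCR2 RNA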
Target sequence (Q9XUB2 whole entry, looked up): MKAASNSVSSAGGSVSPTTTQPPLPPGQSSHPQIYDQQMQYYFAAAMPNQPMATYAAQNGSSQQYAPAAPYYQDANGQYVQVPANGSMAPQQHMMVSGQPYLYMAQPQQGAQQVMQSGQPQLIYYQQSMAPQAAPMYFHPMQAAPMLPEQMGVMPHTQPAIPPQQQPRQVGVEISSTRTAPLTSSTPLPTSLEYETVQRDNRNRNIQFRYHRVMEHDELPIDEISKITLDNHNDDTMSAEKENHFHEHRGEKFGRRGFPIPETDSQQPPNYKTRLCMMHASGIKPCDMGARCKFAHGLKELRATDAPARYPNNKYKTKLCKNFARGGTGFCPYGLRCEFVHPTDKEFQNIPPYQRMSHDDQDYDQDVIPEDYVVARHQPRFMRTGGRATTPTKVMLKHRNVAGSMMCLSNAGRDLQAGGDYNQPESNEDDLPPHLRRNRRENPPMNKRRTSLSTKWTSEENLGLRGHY
AGP1-GFP MLPCN: modulators of AGP1-GFP expression in yeast TOR pathway, primary screen, cell-based, multiplex flow cytometry, S. cerevisiae, MLPCN library; GFP response vs DMSO, % at 10 µM; 3 h; GFP as percent of DMSO wells; 0.02% of 320,000 active;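 active = GFP response relative to DMSO above a set limit, near screen average plus 3 SD, cut at about 150% in these data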;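 also: median GFP channel fluorescence of the gated AGP1 strain per well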
* hit, by the source's call; . = not tested or not shown.

Values run as follows: MCL1-BIM inh | VLA-4 inh | GLD-1 TGE inh | BCLXL inh | GRK2 inh | CIT2-GFP yeast | CR mimetic SO | MEX-5 binding | AGP1-GFP MLPCN
- CCN(CC)c1ccc2cc(C(=O)O)c(=O)oc2c1
  -2 | 5 | -9 | 4 | 0 | 84 | 74 | 0.9 | 71
- CC(C)N(Cc1ccccc1)C(=O)CN1c2cccc3cccc(c23)S1(=O)=O
  . | 1 | 5 | . | 1 | 95 | 87 | . | 95
- CCCC(=O)Nc1ccc(-c2csc(NNC(C)=O)n2)cc1
  3 | 3 | 0 | 3 | 0 | 105 | 102 | 6.2 | 116
- CCCCC(Sc1nc(N)c(NC(=O)c2ccc(OC)cc2)c(=O)[nH]1)C(=O)O (centres undefined)
  12 | 18 | 2 | 7 | 6 | 102 | 96 | -2.7 | 105
- CCCCn1c(N)c(N(CC(C)C)C(=O)c2ccc(N3C(=O)CCC3=O)cc2)c(=O)[nH]c1=O
  -13 | 4 | 5 | -5 | 0 | 108 | 102 | 3.6 | 107
- COc1ccc(N2CC(C(=O)O)CC2=O)cc1 (centres undefined)
  -4 | 4 | -5 | 1 | 0 | 94 | 96 | 2.9 | 99
- COCCNC(=O)/C(C#N)=C/c1ccccc1Br
  -2 | 14 | -4 | 10 | 3 | 79 | 100 | 1.6 | 97
- COc1ccc(C)cc1NC(=O)C(Sc1ccccc1)c1ccccc1 (centres undefined)
  -2 | -8 | -1 | 2 | 0 | 94 | 94 | -1.6 | 101
- O=C(NCC1CCCO1)C(c1ccccn1)N(Cc1ccccc1Cl)C(=O)CN1C(=O)c2ccccc2S1(=O)=O (centres undefined)
  -6 | 12 | -2 | -2 | 2 | 103 | 118 | -0.2 | 101
- O=C(CSc1nc(O)c(C(c2ccccc2)c2ccccc2)c(=O)[nH]1)N1CCOCC1
  5 | 7 | -2 | 0 | 4 | 88 | 80 | -2.0 | 109
- Cc1csc(SC(C)C(=O)Nc2ccc(F)cc2Cl)n1 (centres undefined)
  . | 14 | 0 | . | 1 | 100 | 90 | . | 98
- Cc1cccc(C2=N/C(=C/c3cccs3)C(=O)O2)c1
  2 | 6 | 3 | 2 | 0 | 98 | 97 | -7.2 | 99
- NC(=O)c1ccc(NC(=O)CC23CC4CC(CC(Br)(C4)C2)C3)cc1
  7 | 3 | -1 | 10 | 0 | 98 | 89 | 0.3 | 99
- COc1ccc(CCN2C(=O)C3CC=C(C)CC3C2=O)cc1OC (centres undefined)
  4 | -9 | -3 | 7 | 4 | 102 | 101 | -2.0 | 86
- O=C(Nc1cccnc1)c1noc2c1CCCCC2
  -1 | 8 | 3 | -3 | 13 | 94 | 121 | -2.1 | 98
- CC1CCN(S(=O)(=O)N2CCN(C(=O)c3ccc4c(c3)OCO4)CC2)CC1
  -5 | 8 | -3 | -5 | 2 | 91 | 107 | 0.7 | 107
- Cc1ccc(NC(=O)CSc2nnc(C3CC3)n2CC2CCCO2)cc1C (centres undefined)
  7 | -5 | 2 | 4 | 2 | 100 | 99 | 1.4 | 97
- CN1CCN(NC(=O)CC(C)(C)C)CC1
  10 | 7 | -2 | 4 | 2 | 110 | 101 | 1.5 | 102
- CCS(=O)(=O)c1c(S(=O)(=O)CC)c2ccccn2c1C(N)=O
  5 | 5 | 0 | 2 | 0 | 87 | 116 | 3.6 | 89
- Cc1cc(C(=O)NC2CC(C)(C)Cc3c2cnn3-c2ccc(F)cc2)nn1C (centres undefined)
  -1 | -15 | 3 | 3 | 0 | 102 | 106 | -0.3 | 95
- COc1ccc(C(C(=O)NC2CCCCC2)N(C(=O)CCl)c2ccccc2Cl)cc1 (centres undefined)
  6 | 14 | -1 | 4 | 0 | 97 | 95 | 1.8 | 99
- Cc1ccc(S(=O)(=O)N(C)CC(=O)N2CC(C)OC(C)C2)cc1 (centres undefined)
  5 | 17 | 9 | 5 | 4 | 100 | 92 | 1.7 | 97
- Cc1ccccc1CN1CCC(Oc2ccc(C(=O)N3CCCC3)cc2)CC1
  -1 | 4 | -4 | 5 | 0 | 95 | 94 | -8.1 | 97
- Cc1nnc(SCC(=O)Nc2cc(C(F)(F)F)ccc2Cl)n1C
  2 | -4 | 7 | -1 | 0 | 107 | 106 | 4.2 | 104
- COc1ccccc1NC(=O)CSc1nnc(Cn2nnc(-c3ccccc3)n2)n1-c1ccccc1
  1 | 0 | 4 | -5 | 0 | 89 | 107 | 2.1 | 91
- O=S(=O)(NCc1ccccc1)NCc1cccc(C(F)(F)F)c1
  0 | 9 | 7 | 0 | 0 | 97 | 107 | -2.0 | 96
- CCOc1cc(N2CCOCC2)c(OCC)cc1NC(=O)COC(=O)c1cc(C)oc1C
  -1 | 28 | -3 | -1 | 0 | 96 | 100 | -1.7 | 99
- O=[N+]([O-])c1ccc(O)c(C2=NNC(c3ccccc3F)C2)c1 (centres undefined)
  -5 | 0 | -4 | -3 | 3 | 90 | 77 | -3.4 | 91
- CC(=O)c1cccc(NC(=S)NC(=O)c2cccc(Cl)c2)c1
  15 | 8 | 6 | 7 | 0 | 90 | 96 | 0.7 | 121
- Cc1ccccc1NC(=S)N(CCCN1CCOCC1)Cc1cccnc1
  -6 | 8 | 5 | -2 | 1 | 92 | 102 | 0.3 | 105

Single values from the results shown.
In AGP1-GFP MLPCN, `CN1CCN(NC(=O)CC(C)(C)C)CC1` is listed with 102
In VLA-4 inh, `CC(=O)c1cccc(NC(=S)NC(=O)c2cccc(Cl)c2)c1` is listed with 8

(next part)
Values run as follows: MCL1-BIM inh | VLA-4 inh | GLD-1 TGE inh | BCLXL inh | GRK2 inh | CIT2-GFP yeast | CR mimetic SO | MEX-5 binding | AGP1-GFP MLPCN
- Clc1ccc(Cl)c(OCCCCNCc2ccccc2)c1
  7 | 6 | 5 | 4 | 0 | 99 | 84 | -3.4 | 98
- CCOC(=O)C1CCCN(CCC(=O)Nc2ccc(C)c(C)c2)C1 (centres undefined)
  3 | 6 | 7 | 5 | 0 | 99 | 109 | 1.9 | 99
- NC(=O)COC(=O)c1ccccc1OCc1ccccc1Cl
  6 | -7 | 6 | 3 | 0 | 96 | 105 | 0.0 | 99
- O=C(N/N=C/c1ccccc1[N+](=O)[O-])C(=O)N1CCCC1
  2 | 2 | 3 | 1 | 0 | 97 | 83 | -0.6 | 100
- Cn1nc(C(=O)NCc2cccc(F)c2)cc1C(=O)NCc1cccc(F)c1
  1 | 3 | -2 | 1 | 1 | 94 | 107 | . | 100
- CCn1c(CN2c3ccccc3Sc3ccccc32)n[nH]c1=S
  -2 | -9 | 1 | -8 | 3 | 97 | 103 | -2.0 | 102
- CC[C@H]1CC2CN3CCc4c([nH]c5c([C@H]6C[C@H]7[C@H](CC)CN(C)[C@@H](Cc8c6[nH]c6ccccc86)[C@H]7C(=O)OC)c(OC)ccc45)C(C(=O)OC)(C2)C13
  3 | -3 | 1 | 2 | 0 | 102 | 96 | 1.2 | 101
- NS(=O)(=O)c1ccc(NNC(=O)c2ccc(Br)o2)c([N+](=O)[O-])c1
  . | 7 | -10 | . | 0 | 110 | 102 | . | 94
- O=C(N/N=C/C=C\c1ccco1)c1ccccn1
  13 | 8 | 4 | 11 | 4 | 104 | 106 | -1.6 | 109
- COc1cccc(-c2ccc(NC(=O)C3CCCN(Cc4cnn(C(C)C)c4)C3)cc2)c1 (centres undefined)
  2 | 1 | 1 | 2 | 0 | 106 | 102 | 4.6 | 97
- O=C1CC2(CCN(C(=O)C(=O)c3c[nH]c4ccccc34)CC2)Oc2ccccc21
  -4 | -3 | 11 | 3 | 0 | 100 | 102 | 1.2 | 110
- COc1ccc(-c2nc(C#N)c(N3CCN(c4cccc(Cl)c4)CC3)o2)cc1OC
  8 | 8 | 4 | 4 | 4 | 94 | 96 | -0.1 | 103
- COc1ccc(CC(=O)N/N=C(\C)CC(=O)NCc2ccco2)cc1OC
  0 | 1 | 1 | 7 | 4 | 102 | 106 | -1.2 | 101
- CC1=NN(C(=O)c2ccc(Br)cc2)C(O)(C(F)(F)OC(F)(F)F)C1 (centres undefined)
  7 | 6 | 0 | 1 | 0 | 82 | 90 | 1.5 | 98
- O=C(COC(=O)c1ccccc1Cc1ccccc1)NC1CCS(=O)(=O)C1 (centres undefined)
  -3 | 7 | 3 | -1 | 0 | 93 | 88 | -2.4 | 98
- CCCCCn1c(=O)[nH]c2cc(C(=O)NCCc3ccc(OC)c(OC)c3)ccc2c1=O
  5 | -9 | 2 | 2 | 2 | 107 | 96 | 0.4 | 112
- CC1(C)N=C(c2ccc(Cl)cc2Cl)C(=O)N1
  -11 | 15 | -1 | -22 | 1 | 104 | 90 | 0.3 | 108
- COc1ccc(NC2CCCN(C(=O)CN3CCOC3=O)C2)cc1 (centres undefined)
  1 | 14 | 2 | 5 | 4 | 101 | 109 | -3.3 | 104
- CC(=O)NC(c1ccco1)c1ccc2cccnc2c1O (centres undefined)
  4 | 2 | 3 | 4 | 2 | 105 | 96 | -2.9 | 101
- COc1ccc2cc(CCl)c(Cl)nc2c1
  -2 | 12 | 2 | 4 | 0 | 97 | 104 | -1.1 | 101
- CCN(CC)C(=O)C1CCCN(C/C=C/c2ccccc2[N+](=O)[O-])C1 (centres undefined)
  3 | -13 | 0 | 2 | 2 | 116 | 108 | 0.9 | 101
- Cc1nc2c(oc3ccccc32)c(=O)o1
  3 | 1 | 4 | 0 | 2 | 95 | 100 | -2.5 | 99
- Cc1csc(NC(=O)CSc2nncc(=O)n2N)n1
  3 | 11 | 1 | -5 | 2 | 97 | 104 | -1.9 | 99
- COC(=O)c1sc(N)c(C(=O)OC)c1COC(=O)CCNS(=O)(=O)c1ccc(C)cc1
  -3 | -2 | -2 | 1 | 0 | 97 | 83 | 3.2 | 99
- CN(C)CCOc1ncnc2c1oc1ccccc12
  3 | 2 | 8 | -3 | 2 | . | 112 | 0.2 | 95
- Cc1ccc(NC(=O)CN2C(=O)N/C(=C/c3cccn3-c3ccc(C(=O)O)cc3)C2=O)cc1
  79* | 28 | 5 | 27 | 96* | 84 | 104 | . | 95
- C[C@H](Nc1ncnc2sc3c(c12)CCC3)C(=O)O
  -9 | 0 | 4 | -3 | 1 | 91 | 103 | 0.1 | 90
- CCOC(=O)c1[nH]c(C)c(C(=O)Nc2ccc3c(c2)OCCO3)c1C
  7 | -5 | 7 | 1 | 0 | 97 | 97 | 2.2 | 93
- CC(C)CNC(=O)c1ccc(Cl)c(Cl)c1
  -1 | 7 | 5 | 6 | 2 | 100 | 105 | 1.8 | 99
- COC1OC(COC(=O)CNC(=O)OC(C)(C)C)C(O)C(O)C1O (centres undefined)
  6 | 1 | 7 | 1 | 0 | 102 | 106 | 2.1 | 96
